# TAAR1 antag – human TAAR1 antagonists, primary screen, Fluo-8 calcium fluorescence, CHO RD-HGA16 cells | 360,000 tested, 1.5% active | Trace amine-associated receptor 1 (Homo sapiens), Q96RJ0 | antagonist | inhibition, % at 3 µM | AID 624466, 2012;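 active = inhibition above a per-plate cutoff, the mean inhibition of test compounds on that plate plus 3 SD, cut at about 49% in these data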;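 note: 0% = DMSO plus EC80 beta-PEA response and 100% = DMSO alone without agonist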
#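 Assay system: CHO-derived RD-HGA16 cells stably expressing human TAAR1 plus Gα16. Timing: 140 s kinetic read after compound, 140 s after agonist. Technique: kinetic Fluo-8 calcium fluorescence measurement. Measure: % inhibition of agonist calcium response.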
# OXTR ag – human OXTR agonists, primary screen, fluorescence, CHO-OTR cells, Fluo-8 calcium | Oxytocin receptor (Homo sapiens), P30559 | Fluo-8 calcium fluorescence; normalized: DMSO 0%, oxytocin 100% | activation, % at 3 µM | 320,000 tested, 0.32% active | AID 2435, 2010;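 active = activation above the mean of all tested compounds plus 3 SD, cutoff set per screening run, cut at about 20% in these data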;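 note: peak over basal fluorescence ratio from a 100 s FLIPR kinetic read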
# Target sequence (P30559 whole entry, looked up): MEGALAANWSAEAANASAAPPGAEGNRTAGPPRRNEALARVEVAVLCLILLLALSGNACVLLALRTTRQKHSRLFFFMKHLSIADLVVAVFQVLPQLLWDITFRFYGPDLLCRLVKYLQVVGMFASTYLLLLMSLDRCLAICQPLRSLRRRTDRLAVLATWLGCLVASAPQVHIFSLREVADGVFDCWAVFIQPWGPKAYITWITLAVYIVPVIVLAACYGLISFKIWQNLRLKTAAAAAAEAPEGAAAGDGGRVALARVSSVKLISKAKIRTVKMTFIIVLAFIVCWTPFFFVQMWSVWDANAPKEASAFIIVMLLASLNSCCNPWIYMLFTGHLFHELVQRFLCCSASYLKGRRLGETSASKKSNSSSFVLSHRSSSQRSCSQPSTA
# OXTR potentiate – human OXTR potentiators, primary screen, fluorescence, CHO-OTR cells, Fluo-8 calcium; Oxytocin receptor (Homo sapiens), P30559; Fluo-8 calcium fluorescence, potentiator mode; 0% = oxytocin EC15, 100% = EC100; activation, % at 3 µM; 320,000 tested, 0.061% active;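 active = activation above that plate's cutoff, the mean activation of tested compounds plus 3 SD, cut at about 6.6% in these data, passing the limit was not always enough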;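 note: 100% uses oxytocin at 75 nM as the full agonist control; some results filed as inactive read as strong as hits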
#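 Material: human OTR in CHO cells. Compound: 3.0 µM, one dose. Timing: compound 6 min at room temperature before oxytocin, 100 s read. Evaluation: % activation of max/min ratio relative to oxytocin controls. Replication: single well per compound, singlicate. Signal: Fluo-8 calcium dye fluorescence.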
# GPR7 antagonist – GPR7 receptor antagonists, primary screen, cell-based, fluorescence, single concentration | Neuropeptides B/W receptor type 1 (Homo sapiens), P48145 | AID 1861, 2009 | inhibition, % at 4.4 µM | 290,000 tested, 1.1% active | GPR7-expressing cells, fluorescence antagonist assay; in the data active = inhibition above about 16%, passing the limit was not always enough;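 note: cells stimulated with the agonist NPW; 0% = agonist with vehicle and 100% = vehicle without agonist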
# M1 ag parental – counter-screen for M1 agonists: effect in parental CHO-K1 cells | Fluo-8 calcium fluorescence; scaled to maximal ATP response, vehicle zero | activation, % at 3 µM | 360,000 tested, 0.48% active; in the data active = activation above about 15%;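 note: untransfected CHO-K1 host cells lacking M1 receptor as counterscreen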
# CHO-K1 Ca antag – counter-screen for M1 antagonists: effect in parental CHO-K1 cells; ATP-induced calcium, Fluo-8 fluorescence; inhibition, % at 3 µM; 360,000 tested, 0.6% active; AID 602250;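 active = inhibition above a per-plate cutoff, the plate's mean sample inhibition plus 3 SD, cut at about 24% in these data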;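 note: 0% = DMSO plus EC80 ATP and 100% = DMSO alone without ATP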
# M1 PAM parental – nonselective calcium activators in parental CHO-K1 cells, primary screen, counter-screen for M1 PAM project, cell-based, Fluo-8 calcium fluorescence, full deck, 1536-well | ATP EC20; 0% at ATP EC20, 100% at ATP max | activation, % at 3 µM | 360,000 tested, 0.02% active | AID 602247, 2012;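 active = activation above the run cutoff, the mean activation of all test compounds plus 3 SD, cut at about 40% in these data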;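 note: peak over basal fluorescence ratio in a 140 s read after ATP addition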
# CHO parental Ca – ATP-evoked calcium signal inhibitors, parental CHO, primary screen, counter-screen for OX1R antagonist project, cell-based, fluorescence, Fluo-8 calcium dye | parental CHO-K1, ATP-induced calcium, Fluo-8 fluorescence | inhibition, % at 5.6 µM | 330,000 tested, 0.63% active;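 active = inhibition above that plate's mean sample inhibition plus 3 SD, cut at about 26% in these data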;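 note: 0% = ATP-challenged DMSO wells and 100% = DMSO wells without ATP; some compounds past the cut are filed as inactive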
#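 Material: Parental CHO cells | Reagent: ATP | Compound dosing: Single nominal dose of 5.6 µM per compound | Detection: Intracellular calcium via Fluo-8 no-wash fluorescent dye | Read-out: % inhibition of ATP-induced calcium mobilization | Benchmarks: Low control ATP plus DMSO, high control DMSO only | Replicates: Singlicate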
# V1R ag counter – agonists of human V1a receptor, primary screen, counter-screen for OXTR agonist project, fluorescence, CHO-V1R cells | Vasopressin V1a receptor (Homo sapiens), P37288 | Fluo-8 calcium fluorescence, agonist mode; 0% DMSO, 100% 3 nM vasopressin | activation, % at 3 µM | 320,000 tested, 0.25% active | AID 2797, 2010;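 active = activation above the mean activation of all tested compounds plus 3 SD, per screening run, cut at about 20% in these data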;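 note: signal is peak over basal fluorescence ratio across a 100 second FLIPR read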
# Target sequence (P37288 whole entry, looked up): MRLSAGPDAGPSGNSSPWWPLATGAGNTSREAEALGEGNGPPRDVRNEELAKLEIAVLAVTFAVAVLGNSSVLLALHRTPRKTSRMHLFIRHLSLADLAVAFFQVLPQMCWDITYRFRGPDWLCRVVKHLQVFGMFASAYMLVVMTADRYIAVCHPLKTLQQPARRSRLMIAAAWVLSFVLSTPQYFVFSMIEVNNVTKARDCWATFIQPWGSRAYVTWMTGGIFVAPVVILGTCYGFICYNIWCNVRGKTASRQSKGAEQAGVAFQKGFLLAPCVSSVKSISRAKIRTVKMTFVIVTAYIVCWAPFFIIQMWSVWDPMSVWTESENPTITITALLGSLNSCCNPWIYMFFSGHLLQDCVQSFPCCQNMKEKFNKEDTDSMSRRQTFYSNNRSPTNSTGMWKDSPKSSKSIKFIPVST
# * marks the source's active call; other numbers are inactive results; nt = no result given.
# The opening five compounds, to show the layout:
SMILES,TAAR1 antag,OXTR ag,OXTR potentiate,GPR7 antagonist,M1 ag parental,CHO-K1 Ca antag,M1 PAM parental,CHO parental Ca,V1R ag counter
COc1ccc(CCNC(=O)c2ccc(OC)c(OC)c2)cc1OC,-6,-0.3,-10,-14,-0.4,0,-16,2,0.5
CCCCCCC(=O)Nc1ccc(Cl)cn1,1,-2.6,0,1,-0.7,6,2,6,-1.6
Cc1ccc2cc3cc(C(=O)NCc4ccc5c(c4)OCO5)oc3nc2c1,-16,nt,nt,-10,-0.2,-5,13,nt,nt
O=C(CCCOc1ccc(Cl)cc1Cl)N/N=C/c1ccco1,-21,-0.8,-8,1,-0.6,18,-16,-6,-0.2
CC(C)(C)C1=NN(C(=O)c2ccccc2)C(O)(C(C)(C)C)C1 (stereo unspecified),-27,-2.5,8,-12,0.4,-12,14,-15,-0.3

# All compounds of this part (from the top)
SMILES,TAAR1 antag,OXTR ag,OXTR potentiate,GPR7 antagonist,M1 ag parental,CHO-K1 Ca antag,M1 PAM parental,CHO parental Ca,V1R ag counter
COc1ccc(CCNC(=O)c2ccc(OC)c(OC)c2)cc1OC,-6,-0.3,-10,-14,-0.4,0,-16,2,0.5
CCCCCCC(=O)Nc1ccc(Cl)cn1,1,-2.6,0,1,-0.7,6,2,6,-1.6
Cc1ccc2cc3cc(C(=O)NCc4ccc5c(c4)OCO5)oc3nc2c1,-16,nt,nt,-10,-0.2,-5,13,nt,nt
O=C(CCCOc1ccc(Cl)cc1Cl)N/N=C/c1ccco1,-21,-0.8,-8,1,-0.6,18,-16,-6,-0.2
CC(C)(C)C1=NN(C(=O)c2ccccc2)C(O)(C(C)(C)C)C1 (stereo unspecified),-27,-2.5,8,-12,0.4,-12,14,-15,-0.3
CC1CCCC(C)N1C(=O)COC(=O)c1cc(S(=O)(=O)N2CCOCC2)ccc1Cl (stereo unspecified),-41,0.2,-10,nt,1.0,-9,-8,-4,1.2
CN(C)c1ccc(-c2cc3ccccc3c(=O)o2)cc1,7,-1.0,-8,nt,-0.3,-12,-3,-4,-0.9
CCN1CCN(c2ccc(S(=O)(=O)N3CCCCC3)cc2NC(=O)Cc2ccc(Cl)c(Cl)c2)CC1,nt,86*,-18,nt,18*,29*,0,74*,49*
C#CCOCCOCCOCCNc1nc(N2CCOCC2)nc(N2CCN(C(=O)[C@H](CCCCN)n3cc([C@@H](N)C(C)CC)nn3)CC2)n1 (stereo partly specified),-11,-0.3,3,-13,0.0,-5,-7,-12,0.0
CCN(Cc1cc2cc(C)ccc2[nH]c1=O)C(=O)c1cccc(OC)c1,-4,3.2,-12,-3,2.0,-6,10,-17,2.4

# As entered above.
# Entry of `O=C(CCCOc1ccc(Cl)cc1Cl)N/N=C/c1ccco1` under OXTR ag: -0.8
# Entry of `CC1CCCC(C)N1C(=O)COC(=O)c1cc(S(=O)(=O)N2CCOCC2)ccc1Cl` (stereo unspecified) under OXTR potentiate: -10
# Entry of `CN(C)c1ccc(-c2cc3ccccc3c(=O)o2)cc1` under M1 PAM parental: -3
# Entry of `CCN(Cc1cc2cc(C)ccc2[nH]c1=O)C(=O)c1cccc(OC)c1` under V1R ag counter: 2.4
# Entry of `CCCCCCC(=O)Nc1ccc(Cl)cn1` under CHO-K1 Ca antag: 6

# The listing continues.
SMILES,TAAR1 antag,OXTR ag,OXTR potentiate,GPR7 antagonist,M1 ag parental,CHO-K1 Ca antag,M1 PAM parental,CHO parental Ca,V1R ag counter
CCOC(=O)c1c(-c2cccs2)csc1N,-8,-1.4,-13,-8,-0.2,-3,5,-27,-0.4
Cc1cc(NC(=O)CSc2nnc(C)o2)no1,-5,0.7,-11,-3,-0.4,10,2,15,0.0
Cc1cc(C(=O)N/N=C/c2cccn2C)n[nH]1,0,2.6,-10,-2,0.1,-6,13,-2,0.3
O=c1[nH]cnc2c1oc1ccccc12,0,0.3,-18,5,1.2,-10,22,-1,-0.2
CCc1nc2ccc(C(=O)NCC3CCCCC3)cn2c1N(CCC(C)C)CCN(C)C,-14,nt,nt,nt,0.5,-5,-2,nt,nt
OC(CN1C2=NCCN2c2ccccc21)c1ccc2c(c1)OCO2 (stereo unspecified),0,0.4,-8,-11,0.2,-9,2,-6,1.2
Cc1ccc2oc(=O)c3cnn(CC(=O)N4CCCCCC4)c3c2c1,-6,-0.7,-4,-1,0.3,-6,14,-13,-0.4
CCOc1ccc(N(CC(N)=O)S(=O)(=O)c2ccc(F)cc2)cc1,-2,0.5,-4,-12,0.1,2,6,-13,0.1
O=C(COC(=O)c1ccc(O)cc1O)NCCN1C(=O)CSC1=O,4,0.5,-6,-9,0.6,-15,11,-13,1.6
CCC(C)(C)NC(=O)CN(Cc1ccccc1Cl)C(=O)CCC(=O)Nc1cc(C)ccn1,9,-1.6,-8,-1,2.0,-7,23,-35,-1.2
CC(=O)Nc1ccc2nc(-c3ccccc3)cn2c1,16,0.8,-5,-8,0.5,-7,16,1,2.2
COc1ccc(C(=O)NC(NC(=O)c2ccc(OC)c(OC)c2)c2ccccc2F)cc1OC,-14,-0.8,-6,-3,0.2,-14,28,-14,0.5
CCOC(=O)N1CCN(C(=O)CSCC(=O)N=c2sc3cc(OC)ccc3n2C)CC1,-34,nt,nt,nt,1.0,-13,18,nt,nt
O=C(Cc1ccc2c(c1)OCCO2)N1CCN(S(=O)(=O)c2cccc(Cl)c2Cl)CC1,-2,2.6,-5,7,4.2,3,14,-20,5.3
CCCC(C(=O)NC(C)(C)C)N(CC1CCCO1)C(=O)c1snc(C(N)=O)c1N (stereo unspecified),5,0.0,4,10,0.6,-3,16,-8,1.9
O=C(Nc1ccccc1N1CCCCC1)c1ccc(Cl)cc1,-16,-2.1,2,-33,1.5,-22,23,-34,-0.3
Nc1c(Nc2ccccc2)c2ccccc2oc1=O,12,1.8,-2,-18,0.4,-1,-2,-5,1.0
CC(C(=O)Nc1ccc(C(F)(F)F)cc1)N(C)CC(=O)N1CCN(Cc2ccccc2)CC1 (stereo unspecified),-13,2.0,-1,nt,-0.4,11,-22,-18,3.5
O=C1/C(=C/c2cccc([N+](=O)[O-])c2)CSc2ccc(Cl)cc21,-16,-2.7,-4,-8,1.7,-12,18,-12,-1.2

# Quoted at random: two entries already listed.
SMILES,TAAR1 antag,OXTR ag,OXTR potentiate,GPR7 antagonist,M1 ag parental,CHO-K1 Ca antag,M1 PAM parental,CHO parental Ca,V1R ag counter
O=C1/C(=C/c2cccc([N+](=O)[O-])c2)CSc2ccc(Cl)cc21,-16,-2.7,-4,-8,1.7,-12,18,-12,-1.2
CC(=O)Nc1ccc2nc(-c3ccccc3)cn2c1,16,0.8,-5,-8,0.5,-7,16,1,2.2

# Compound activity (PubChem BioAssay)
